SRC3 TRFRET art – TR-FRET artefact, counter-screen to PPARgamma/SRC-3 agonist assay. PPARgamma/SRC-3 format; hits give high values. TR-FRET ratio at 8 µM. 0.39% of 99,000 active; in the data active means TR-FRET ratio above about 2000; further: inactives centre near 1600; reference of the scale not given here
SRC1 TRFRET art – TR-FRET artefact, counter-screen to PPARgamma/SRC-1 agonist assay. TR-FRET detection artefact counter-screen, emission ratio; hits give high values. TR-FRET ratio at 8 µM. 0.34% of 99,000 active; in the data active means TR-FRET ratio above about 2300; further: inactives centre near 1800; reference of the scale not given here
* hit, by the source's call. An excerpt (hit frequency here may not be typical).

SMILES	SRC3 TRFRET art	SRC1 TRFRET art
O=C(CCC(=O)OCC(=O)c1ccccc1)Nc1cccc(Cl)c1	1274	1582
Cc1cccn2c(=O)c3cc(S(=O)(=O)c4ccccc4)c(=N)n(Cc4ccco4)c3nc12	1753	1704
COc1cc(C(NC(C)=O)NC(C)=O)ccc1OCc1ccccc1	1742	1934
COCCNC(=S)N1CCc2cc(OC)c(OC)cc2C1COc1ccc(C(C)C)cc1 (centres undefined)	1427	1843
O=C(O)CCCn1cc(NC(=O)c2cccc(F)c2)cn1	1625	1756
Cc1sc(N2C(=O)C3C4C=CC(C4)C3C2=O)c(C#N)c1C (centres undefined)	1482	1765
Cc1nc2nc[nH]n2c(=O)c1CCOC(=O)c1c(F)cccc1F	1452	1573
O=C(NCCN1C(=O)S/C(=C\c2cccnc2)C1=O)C1=NN(c2ccccc2)C(=O)CC1	1520	1810
CCOCCCNS(=O)(=O)c1ccc(NC(=O)c2ccc([N+](=O)[O-])cc2Cl)cc1	1622	2067
CCOc1ccc(S(=O)(=O)N(CC)CC)cc1N	1522	1682
Cc1ccc(N(CCC#N)C(=O)CCl)cc1C	1776	1956
O=C(COC(=O)C1(c2ccccc2F)CCCC1)NCc1ccc2c(c1)OCO2	1501	1616
Cc1c(C(=O)Nc2nc3ccccc3[nH]2)oc2ccccc12	1155	1569
O=C(N/N=C/c1ccc(-c2ccccc2Cl)o1)c1ccccc1	1556	1916
CCCCn1c(SCC(=O)Nc2cc(C(F)(F)F)ccc2Cl)nnc1C(CC)N(C)C (centres undefined)	1617	1867
CC(C)(C)OC(=O)NC1CONC1=O (centres undefined)	1447	1577
O=S(=O)(c1ccc(Br)cc1)N1CCCN(Cc2cccc(F)c2)CC1	1636	1839
Fc1ccc(-n2nnc(-c3nccs3)n2)cc1	1468	1894
CC(C)N1C(=O)CSC1c1ccc(Br)cc1 (centres undefined)	1470	1747
CC(NC(=O)C(c1ccccc1)c1ccccc1)C(=O)N1CCCCC1 (centres undefined)	1853	2048
COc1cccc(Cn2cc(N)cn2)c1	1607	1483
OCC1(Cc2ccccc2)CCCN(Cc2c[nH]c3ccccc23)C1 (centres undefined)	1804	1975
c1ccc(-c2ccccc2OCc2nnc3n2CCC3)cc1	1447	1724
N#Cc1cnn2cc(CCN3CCOCC3)c(-c3ccc(F)cc3)nc12	1564	1582
CSCC[C@H](NC(=O)c1cc([N+](=O)[O-])ccc1Cl)c1nc2ccccc2[nH]1	1465	1748
CCCC(C)NC(=S)Nc1cc(C)cc(C)c1 (centres undefined)	1715	1755
CC(C)c1[nH]nc2c1C(c1ccco1)C(C#N)=C(N)O2 (centres undefined)	1511	1606
O=C(c1ccc(Cn2c(=S)[nH]c3ccc(N4CCOCC4)cc3c2=O)cc1)N1CCN(c2ccc(F)cc2)CC1	3426*	3474*
Cn1cccc1CC(=O)NNC(=S)Nc1ccc(Cl)cc1Cl	1421	1501
CC(C)(C)NC(=O)COC(=O)c1ccccc1NC(=O)c1ccco1	1642	1857
CN(C)CCCN(Cc1cc2cc3c(cc2[nH]c1=O)OCO3)C(=S)Nc1ccccc1	1749	1879
CCOC(=O)NN1C(=O)c2ccccc2NC1c1ccccc1 (centres undefined)	1662	1852
COCCNS(=O)(=O)c1cc(OC)c(C)cc1C	1398	1726
Cc1ccc(NC(=O)CN(C)C(=S)NC2CC2)cc1	1529	2119
CCOC(=O)C1(CC2CCCCO2)CCN(C(=O)Nc2ccc3c(c2)OCO3)CC1 (centres undefined)	1822	1695
O=C1C=CC(=O)N1CCNc1ncc(C(F)(F)F)cc1Cl	1699	1765
COc1ccc(C2=NN(C(=O)COc3ncnc4ccccc34)C(c3ccco3)C2)cc1 (centres undefined)	1391	1559
NNCCc1ccccc1	1462	1509
CC1(C)CC(=O)C2=C(C1)N(c1ccccc1)C(=O)C2(O)C(F)(F)F (centres undefined)	1548	1853
COc1ccc(-c2cc(-c3ccccc3)nc(SCC(=O)Nc3ncc(C)s3)c2C#N)cc1	1299	1750
COc1cc(/C=N/S(=O)(=O)CCc2ccccc2)cc(OC)c1O	1857	1853
O=C(CSc1ccc(-c2cccc([N+](=O)[O-])c2)nn1)NC1CCCC1	1717	1714
CC(=O)Oc1ccc(C(=O)Nc2ccccc2C(=O)N2CCCCC2)cc1	1820	1652
Cc1ccsc1/C=N/NC(=O)c1ccc(Cn2cc(Br)cn2)o1	1847	1981
Cc1ccc(CN2CCN(Cc3cn(C)nc3-c3ccccc3)CC2CCO)o1 (centres undefined)	1492	1582
Cc1ccc(CNC(=O)CCS(=O)(=O)c2cccc3nsnc23)cc1	1625	1866
COc1ccc(/C=C2\N=C(C)N(c3ccc(C(=O)O)cc3)C2=O)cc1OC	1487	1493
COc1cc(Cl)c(C)cc1NC(=O)Cc1ccc(OC)c(OC)c1	1563	1858

4 neighbouring entries already listed:
SMILES	SRC3 TRFRET art	SRC1 TRFRET art
COc1ccc(C2=NN(C(=O)COc3ncnc4ccccc34)C(c3ccco3)C2)cc1 (centres undefined)	1391	1559
NNCCc1ccccc1	1462	1509
CC1(C)CC(=O)C2=C(C1)N(c1ccccc1)C(=O)C2(O)C(F)(F)F (centres undefined)	1548	1853
COc1ccc(-c2cc(-c3ccccc3)nc(SCC(=O)Nc3ncc(C)s3)c2C#N)cc1	1299	1750

Reformatted as labelled records: part of the list above.
mol: COc1ccc(/C=C2\N=C(C)N(c3ccc(C(=O)O)cc3)C2=O)cc1OC
  SRC3 TRFRET art = 1487
  SRC1 TRFRET art = 1493

mol: COc1cc(Cl)c(C)cc1NC(=O)Cc1ccc(OC)c(OC)c1
  SRC3 TRFRET art = 1563
  SRC1 TRFRET art = 1858

The listing continues.
SMILES	SRC3 TRFRET art	SRC1 TRFRET art
CCOC(=O)c1nn(-c2ccccc2)c(C#N)c1N	1513	1731
COc1ccccc1C/C(N)=N/OC(=O)COc1cccc(C)c1C	1438	1631
N#Cc1cc(C(=O)c2cc(F)ccc2O)cn(Cc2ccccc2)c1=O	1533	1802
Fc1ccccc1-c1nc2ncccc2o1	1537	1517
O=c1c(S(=O)(=O)c2ccc(Cl)cc2)cn(Cc2ccccc2F)c2ccc(F)cc12	1467	1695
C=CCc1c(NCCO)nc(C)[nH]c1=O	1412	1704
CC1CCCCN1c1ncnc(N)c1[N+](=O)[O-] (centres undefined)	1718	1735
CN1CCN(c2ccc([N+](=O)[O-])cc2/C=N/NC(=O)c2cccc([N+](=O)[O-])c2)CC1	1518	1896
COc1ccccc1Nc1nc(N)nc(CN2CCCCC2)n1	1676	2143
O=C(O)c1cc(Cl)c(Cl)cc1C(=O)N1CCOCC1	1467	1757
CCOC(=O)c1c(C)[nH]c(C)c1C(=O)COC(=O)/C=C/c1cccc(Cl)c1	1733	2019
COc1ccc(CCNC(=O)COc2ccc(-c3ccc(C#N)cc3)cc2)cc1	1521	1705
CCC(=O)Nc1ccc(NC(=O)c2ccccn2)cn1	1751	2072
COc1nc(Cl)cn(-c2ccc(C)cc2)c1=O	1492	1835
COc1ccc(CCNC(=O)Cn2cnc3sc(C)c(-c4ccc(F)cc4)c3c2=O)cc1OC	1577	1909
O=c1c2ccccc2nnn1Cc1ccc2ccccc2c1	1682	1696
Cc1ccsc1-c1nc(CN2CCN(C)C(=O)[C@@H]2C)c(C)o1	1732	1865
COc1cccc(Nc2nnc(SCC3CCCCO3)s2)c1 (centres undefined)	1663	1883
CC1=C(C(=O)OCc2ccccc2)C(c2ccc(C(F)(F)F)cc2)NC(=O)N1CCCCCC(=O)O (centres undefined)	1570	1678
O=c1oc2c(CN3CCOCC3)c(O)c(Cl)cc2c2c1CCCC2	1537	1669
CCOC(=O)C1=C2c3ccc4ccccc4c3CC(C)(C)N2C(=O)C1=O	1576	1729
Cc1c([N+](=O)[O-])cc(C(=O)Nc2ccc(Cc3ccncc3)cc2)cc1[N+](=O)[O-]	1560	1785
N#Cc1ccccc1OCC(O)CS(=O)(=O)c1ccccc1 (centres undefined)	1393	1720
CCOC(=O)c1c(C)c(C(=O)NCc2cccnc2)c(C)n1CC	1518	2058

7 structures from above, arranged by SMILES length, falling:
SMILES	SRC3 TRFRET art	SRC1 TRFRET art
Cc1c([N+](=O)[O-])cc(C(=O)Nc2ccc(Cc3ccncc3)cc2)cc1[N+](=O)[O-]	1560	1785
COc1ccc(CCNC(=O)Cn2cnc3sc(C)c(-c4ccc(F)cc4)c3c2=O)cc1OC	1577	1909
CCOC(=O)C1=C2c3ccc4ccccc4c3CC(C)(C)N2C(=O)C1=O	1576	1729
Cc1ccsc1-c1nc(CN2CCN(C)C(=O)[C@@H]2C)c(C)o1	1732	1865
CCOC(=O)c1c(C)c(C(=O)NCc2cccnc2)c(C)n1CC	1518	2058
CCC(=O)Nc1ccc(NC(=O)c2ccccn2)cn1	1751	2072
COc1nc(Cl)cn(-c2ccc(C)cc2)c1=O	1492	1835

(further entries)
SMILES	SRC3 TRFRET art	SRC1 TRFRET art
COc1ccc(/C=C(/NC(=O)c2cccs2)C(=O)NCc2ccco2)cc1OC	1387	1687
O=C(O)c1cc(N/N=C/c2ccc3c(c2)OCCO3)ccc1Cl	1617	1771
O=S(=O)(/N=C(\c1ccccc1F)N1CCCCC1)c1ccccc1	1295	1626
O=C(NC1CCCCC1)N1CCN(Cc2ccco2)CC1	1544	1600
Cc1cc(=O)oc2cc(OCC(O)CN3CCN(c4ccc(F)cc4)CC3)ccc12 (centres undefined)	1346	1609
Cc1cc(Cl)ccc1Oc1ccc(C(N)=O)cc1[N+](=O)[O-]	1582	2188
COc1ccc(Oc2coc3cc(OC(=O)/C=C/c4ccccc4)ccc3c2=O)cc1	1397	1587
Cc1[nH]c(=O)[nH]c(=O)c1Cc1cccc2ccccc12	1654	1714
O=C(C1CC1)N1CCCN(C(=O)C2CC2)CC1	1316	1661
CC(=O)NCC(=O)NC1(C(=O)NC2CCCC2)CCCCC1	1726	1584
Nc1ncnc(NCc2ccc(F)cc2)c1[N+](=O)[O-]	1648	1767
COc1cccc(CNC(=O)C(=O)NCC(c2ccco2)N2CCOCC2)c1 (centres undefined)	1511	1636
CCc1cccc(CC)c1NC(=O)COC(=O)/C(C#N)=C/c1ccc(OC)cc1	1690	1820
COc1cc(CNCCCN2CCOCC2)cc(Br)c1OCc1ccc(Cl)cc1	1370	1996
O=C1CCC(N2C(=O)c3ccccc3C2=O)C(=O)N1 (centres undefined)	1581	1598
O=C(CCl)Nc1ccc2c(c1)OCO2	1573	1608
Cc1cc(C(=O)NNC(=O)c2cccc(S(=O)(=O)N3CCOCC3)c2)c2ccccc2n1	1671	1658
Cn1c(=O)c(C(=O)COC(=O)c2cc(C(F)(F)F)nc3ccccc23)c(N)n(Cc2ccccc2)c1=O	1775	1823
Cc1ccc(S(=O)(=O)N(C)c2ccc(C(=O)Nc3c(C)n(C)n(-c4ccccc4)c3=O)cc2)cc1	1372	1747
CC1CCCCC1NCC#CCOc1ccc(Cl)cc1 (centres undefined)	1539	1984
Cc1ccccc1-n1c(Cn2c(=O)sc3ccccc32)nnc1SCC(N)=O	1636	1886
COc1ccc2o/c(=N/NC(=S)Nc3ccccc3)c(C(N)=O)cc2c1	1347	1797
COc1ccc(C2=NN(Cc3ccccc3)C3C(=O)NC(=O)C23)cc1 (centres undefined)	1469	2034
Nc1ccc(N2CCN(c3ccc(F)cc3)CC2)cc1	1747	2072
CC(C)c1nc(SCC(=O)Nc2ccc([N+](=O)[O-])cc2Br)n[nH]1	1525	1535
O=C(COC(=O)CC1CC2CCC1C2)Nc1ccc(F)cc1 (centres undefined)	1437	1931
O=C(COC(=O)c1c2c(nc3ccccc13)/C(=C\c1cccs1)CCC2)Nc1ccccc1	1406	1538
CN1CCN(NC(=S)NC2CCCC2)CC1	1442	1796
CC(C)(C)OC(=O)N1CCC(c2cc(-c3cccs3)n[nH]2)CC1	1647	1743
CCOc1cc(N2CCOCC2)c(OCC)cc1NC(=O)c1ccc2ccccc2n1	1522	1831
COP(=O)(OC)C(Nc1cc(Cl)cc(Cl)c1)c1cccc(O)c1 (centres undefined)	1541	1685
C/C(N)=C(/C#N)C(=O)COC(=O)c1oc2ccccc2c1COC(C)C	1493	1845
COc1ccc(C(=O)CNc2ccc3ccccc3c2)cc1	1714	1499
C/C(=N\NS(=O)(=O)c1ccccc1)c1ccccc1	1443	1817
COc1ccc(N2C(=O)CC(N3CCOCC3)C2=O)cc1 (centres undefined)	1447	1912
COc1cc(C=Nc2ccccc2C(=O)Nc2ccccc2)cc(OC)c1OC	1542	1735
COc1cc(C(CC(=O)O)n2cnnn2)ccc1OC(C)C (centres undefined)	1528	1944
S=c1[nH]nc(-c2ccccc2)c2ccccc12	1667	1838
CN(C(=S)NC(=O)Cc1ccccc1)c1ccccc1	1653	1682
Cc1ccc(C(C(=O)Nc2ccc3c(c2)OCO3)N(C)C(=O)/C=C\c2ccc3c(c2)OCO3)cc1 (centres undefined)	1689	1831
CC1CCN(CC(=O)Nc2ccccc2Sc2ccccc2)CC1	1442	1782
CCOc1cccc(=O)c2c(C)n(Cc3ccccc3)c(C)c12	1290	1473
c1csc(-c2nc(-c3ccncc3)no2)c1	1665	1903
CN1CCN(c2ccc(NC(=O)c3ccc(C#N)cc3F)cc2Cl)CC1	1518	1847
CCCC(=O)c1cc2c(cc1NC(=O)CC)OCCO2	1459	1591
O=C(CSC1=NC(=O)C(Cc2ccccc2)C(=O)N1)Nc1ncc(Br)cc1Br (centres undefined)	1449	1757
Cc1c(NC(=O)/C(=C/c2cccs2)c2cccs2)c(=O)n(-c2ccccc2)n1C	1614	1964
O=C(O)CC(Cc1ccccc1)C(=O)Nc1ccc([N+](=O)[O-])cc1 (centres undefined)	1574	1585
NC(Cc1ccc(O)c([N+](=O)[O-])c1)C(=O)O (centres undefined)	1565	2094
O=S(=O)(N/N=C/c1ccccc1OCc1ccc(Cl)cc1)c1ccccc1	1549	1811
O=[N+]([O-])c1cc(S(=O)(=O)Nc2ccc(Cl)cc2)ccc1N/N=C/c1ccncc1	1802	2209

Complete entries, quoted from the list. Order of screens: SRC3 TRFRET art	SRC1 TRFRET art
`CN(C(=S)NC(=O)Cc1ccccc1)c1ccccc1` across the screens: 1653	1682
`NC(Cc1ccc(O)c([N+](=O)[O-])c1)C(=O)O` (centres undefined) across the screens: 1565	2094
`CC1CCN(CC(=O)Nc2ccccc2Sc2ccccc2)CC1` across the screens: 1442	1782

Screening results: PubChem, The Scripps Research Institute Molecular Screening Center
